Bioassay records (PubChem BioAssay)
TNAP act mid DEA = human TNAP activation, intermediate phosphate acceptor; activation factor at 20 µM; 64,000 tested, under 10 active; AID 813; purified TNAP, CDP-star luminescence, 100 mM DEA, 30 min; active compounds read high; scale: 0 levamisole-inhibited, 1 vehicle-only enzyme; P05186;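 active = activation factor of at least 2 at 20 µM, relative to controls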
SF-1 act = SF-1 (human) activation | activation, % at 10 µM | CHO-K1 Gal4-SF-1 LBD luciferase reporter; % increase over DMSO SF-1-specific signal | 1.9% of 65,000 active | Q13285;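 active = activation above the mean activation of all tested compounds plus 3 SD, cut at about 50% in these data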
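Assay system: CHO-K1 cells co-transfected with Gal4 DBD–human SF-1 LBD, 5xGal4 luciferase reporter; doses: 10 µM only; incubation: 20 h compound exposure at 37 °C after 1 h cell settling; signal: luciferase light emission; evaluation: percent activation versus DMSO; repeats: one test per compound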
DUSP1 inh = blocks human MKP-1 phosphatase activity; inhibition, %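 (compounds tested at a single concentration somewhere between 10 and 100 µM)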; AID 374; 0.15% of 65,000 active; recombinant MKP-1, OMFP hydrolysis fluorescence; P28562;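 active = inhibition above about 50%, limit read from the data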;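 note: 0% = DMSO max control wells and 100% = wells with enzyme stopped by NaOH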
Cdc25B block = inhibitors of human Cdc25B phosphatase; recombinant Cdc25B, OMFP fluorescence Ex485/Em525; P30305; 0.1% of 65,000 active; inhibition, %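 (compounds tested at 10 µM final in the well)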; in the data active = inhibition above about 50%
RORa activator = RORA (human) activation; P35398; CHO-K1 Gal4-RORA LBD luciferase reporter, luminescence; percent increase over mock-subtracted basal signal; activation, % at 10 µM; 1.5% of 65,000 active;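 active = activation above the mean of all tested compounds plus 3 SD, cut at about 49% in these data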;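 note: 0% = DMSO-treated RORA cells and 100% = added signal equal to DMSO minus mock-transfected cells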
Her2 expr inh = lowers expression of human Her2 kinase | P04626 | SKBR-3 HER2 protein level, AlphaScreen, 18-24 h; active compounds read low | HER2 level % of control, % at 10 µM | 0.69% of 65,000 active;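 active = HER2 level under 5% of the carrier-only control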;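 note: 100% = DMSO carrier and 0% = 500 nM PU-H71 HSP90 inhibitor; lower value means stronger loss of Her2 protein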
D1 mod = D1 dopamine receptor (human) allosteric modulation. P21728. HEK293 D1, CRE-luciferase, dopamine EC30 potentiation; actives deviate in either direction. B-score at 10 µM. 5.9% of 58,000 active. AID 641;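 active = luminescence count or its row- and column-corrected plate score outside the 99.7% band of the plate's sample wells, on either side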
Target sequence (P21728 whole entry, looked up): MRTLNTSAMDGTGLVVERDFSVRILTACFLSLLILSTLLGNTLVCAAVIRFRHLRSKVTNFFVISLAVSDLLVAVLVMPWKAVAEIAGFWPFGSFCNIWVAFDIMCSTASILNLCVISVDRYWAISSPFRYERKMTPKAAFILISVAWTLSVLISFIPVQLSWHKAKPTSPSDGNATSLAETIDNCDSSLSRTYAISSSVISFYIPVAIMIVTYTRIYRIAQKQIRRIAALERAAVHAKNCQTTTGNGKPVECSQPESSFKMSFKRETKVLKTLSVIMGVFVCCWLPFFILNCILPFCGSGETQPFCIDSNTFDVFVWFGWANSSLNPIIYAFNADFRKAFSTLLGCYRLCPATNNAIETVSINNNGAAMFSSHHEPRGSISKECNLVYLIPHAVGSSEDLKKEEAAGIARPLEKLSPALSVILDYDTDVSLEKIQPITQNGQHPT
FXIIa inh mix = inhibitors of human coagulation factor XIIa, pooled mixtures; P00748; purified FXIIa, fluorogenic substrate; inhibition, % at 5 µM; 0.2% of 62,000 active; AID 684; in the data active = inhibition above about 20%, passing the limit was not always enough;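 note: 0% = enzyme without compound and 100% = no enzyme blank; some results filed as inactive read as strong as hits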
Target sequence (P00748 20-372 limits assumed): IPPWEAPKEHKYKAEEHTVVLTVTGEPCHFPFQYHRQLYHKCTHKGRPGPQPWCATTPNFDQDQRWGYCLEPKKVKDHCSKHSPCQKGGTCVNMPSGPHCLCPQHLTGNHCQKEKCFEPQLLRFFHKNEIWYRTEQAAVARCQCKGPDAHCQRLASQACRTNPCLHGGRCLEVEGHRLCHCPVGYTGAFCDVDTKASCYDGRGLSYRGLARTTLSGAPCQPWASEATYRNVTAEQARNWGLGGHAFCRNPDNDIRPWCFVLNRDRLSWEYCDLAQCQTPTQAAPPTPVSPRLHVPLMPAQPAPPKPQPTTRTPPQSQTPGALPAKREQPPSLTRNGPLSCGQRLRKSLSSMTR
Target sequence (P00748 373-615 limits assumed): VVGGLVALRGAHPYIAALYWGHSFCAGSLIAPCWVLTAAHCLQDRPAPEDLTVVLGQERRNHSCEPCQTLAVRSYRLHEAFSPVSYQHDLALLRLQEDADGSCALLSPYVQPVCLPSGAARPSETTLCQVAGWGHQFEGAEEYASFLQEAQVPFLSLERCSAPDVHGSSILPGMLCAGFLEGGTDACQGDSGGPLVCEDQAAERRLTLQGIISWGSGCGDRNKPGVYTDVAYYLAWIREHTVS
Hsp90 block = displaces geldanamycin probe from tumor Hsp90; AID 429; inhibition, % at 30 µM; P07900; NCI-N417 lysate Hsp90, Cy3B-geldanamycin FP displacement; 0.35% of 64,000 active;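 active = inhibition above 50%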;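 note: 0% = tracer plus lysate wells and 100% = tracer alone without lysate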
* marks the source's active call; other numbers are inactive results; x = no result given.

Compound,TNAP act mid DEA,SF-1 act,DUSP1 inh,Cdc25B block,RORa activator,Her2 expr inh,D1 mod,FXIIa inh mix,Hsp90 block
O=C(NC1=NCCS1)c1ccc(-c2ccc(Cl)cc2)o1,0.9,33.5,5.5,-1.1,48.0,91.5,-0.829,-0.2,-0.9
O=C(COc1ccc(Cl)cc1Cl)Nc1ccc(Cl)cn1,0.8,30.8,4.6,4.2,29.8,85.3,x,9.2,-3.0
O=C1COc2ccc(C(=O)CSc3nnnn3-c3ccccc3)cc2N1,0.9,-4.8,-3.1,23.4,6.9,68.1,x,-6.4,-2.2
CCOc1cc(N2CCOCC2)c(OCC)cc1NC(=O)CN1C(=O)NC(Cc2ccccc2)C1=O (configuration not stated),1,14.4,26.6,-11.3,-5.9,113.8,x,0.9,2.1
c1cncc(-c2cccnc2)c1,1,0.5,-13.1,-4.2,18.6,68.3,-0.0022,2.6,-0.7
O=c1[nH]c(Nc2ccccc2)cc2ccccc12,0.9,-2.8,21.5,85.4*,-15.9,56.7,1.01,0.1,27.6
COc1ccc(N(CC(=O)Nc2cccc(C(C)=O)c2)S(C)(=O)=O)cc1OC,1,-13.4,10.9,4.1,-16.2,105.6,0.455,0.4,-6.1
COc1ccc2cc(C#N)c(SCC(=O)N3CCCC3)nc2c1,0.9,15.7,-5.2,8.4,-2.4,86.9,1.28,1.9,-6.5
Cc1nc2sc(C(c3cccc(F)c3)N3CCOCC3)c(O)n2n1 (configuration not stated),0.8,1.1,-4.1,7.4,8.7,138.1,0.0137,17.4,1.3
CCOC(=O)c1[nH]c2ccccc2c1NC(=O)C(CC)CC,0.8,3.1,-3.5,-1.5,-8.0,119.3,2.63,9.3,-2.2
CC1Cc2ccccc2N1C(=O)Cc1cccs1 (configuration not stated),0.8,-13.7,6.9,-10.6,-5.3,80.5,2.97,-0.4,-2.6
Cc1ccc(-n2c(SCC(=O)Nc3ccc4cn[nH]c4c3)nnc2-c2ccco2)cc1,1,-2.7,10.8,-9.7,-0.5,48.5,-0.123,6.7,-2.7
O=C(O)COc1ccc(C(=O)Cc2ccc3c(c2)OCCCO3)c(O)c1,0.9,2.9,19.6,1.5,-19.2,102.0,-1.21,1.9,-1.8
Cc1cccc(N2CCN(C(c3ccccc3)c3nnnn3CC3CCCO3)CC2)c1C (configuration not stated),0.8,3.1,20.8,-10.2,-18.6,84.6,-1.87,2.1,-5.8
Cn1c(=O)n(Cc2ccco2)c(=N)c2c3c(sc21)CCC3,0.9,3.2,1.3,-6.5,5.1,136.7,0.113,-14.9,-19.5
CNC(=O)c1c(O)c2cccc3c2n(c1=O)CC3,0.8,-6.6,-1.4,5.5,-11.4,99.0,1.32,10.6,-4.6
CS(=O)(=O)N1CCC(C(=O)Nc2ccccc2Sc2ccccc2)CC1,0.9,8.6,-0.2,-7.9,6.3,112.8,-0.0325,0.3,1.0
O=C(Cn1c(=O)n(CCC(=O)N2CCc3ccccc3C2)c(=O)c2ccccc21)NCC1CCCO1 (configuration not stated),0.9,-9.2,11.1,-2.5,-10.2,76.4,x,-16.0,-3.3
Cc1ccccc1Cn1c(=N)n(CC(=O)c2ccco2)c2ccccc21,0.9,-2.2,-24.4,-0.7,-22.8,84.6,-1.92,6.2,-5.1
COc1ccc(-c2ccc(-c3noc(-c4ccccc4)n3)c(OC)n2)cc1,0.8,5.0,-3.8,0.9,9.8,61.0,2.3,-2.6,0.0
CCOC(=O)C1CCN(c2c(N3CCN(c4ccccc4OC)CC3)c(=O)c2=O)CC1,0.9,8.3,9.4,-9.4,-28.6,118.8,-1.1,6.9,-0.5
CCOC(=O)C(C)Sc1nnc(-c2ccccc2O)n1-c1ccc(C)cc1 (configuration not stated),1,6.0,0.9,-4.9,11.3,62.0,-0.287,2.3,1.5
N#Cc1cc2c(nc1SCC(=O)Nc1nccs1)CCCCC2,x,-38.3,7.7,-7.0,-45.9,122.0,-1.32,x,-4.3
Cc1cc(NCc2ccco2)nc2cc(O)ccc12,0.9,15.1,0.2,-11.7,-22.7,65.1,-3.85,8.4,-3.2
COC(=O)c1[nH]c2ccccc2c1NS(=O)(=O)c1ccc(OC)cc1OC,1,-5.9,-2.1,-6.1,0.7,86.4,-0.773,-12.0,-6.0
CC1CCN(CC(=O)Nc2ccccc2C#N)CC1,0.9,-5.9,2.4,-16.3,-0.8,84.2,0.991,7.1,-4.6
O=C(NC1CCCCC1)C1CCCN1C(=O)NCc1ccccc1 (configuration not stated),0.8,-6.5,-4.0,-13.7,2.0,104.4,0.462,-12.6,-0.1
Cc1cc(C)n(-c2nc(NCC3CCCO3)c3c4c(sc3n2)COC(C)(C)C4)n1 (configuration not stated),1,-6.7,3.9,2.8,19.3,68.6,1.21,23.5,-6.3
CC(NS(=O)(=O)c1ccc(OCC(=O)N2CCOCC2)c(Cl)c1)c1ccccc1 (configuration not stated),0.8,23.6,-1.8,0.6,7.5,90.6,0.28,-2.8,-6.0
O=C(Nc1ccc(Cl)cc1)N1CC=CCC1,1,20.2,18.2,7.7,51.5*,131.2,-0.154,8.7,1.7

Compound profiles, as listed above. Order of screens: TNAP act mid DEA | SF-1 act | DUSP1 inh | Cdc25B block | RORa activator | Her2 expr inh | D1 mod | FXIIa inh mix | Hsp90 block
N#Cc1cc2c(nc1SCC(=O)Nc1nccs1)CCCCC2 as listed: x | -38.3 | 7.7 | -7.0 | -45.9 | 122.0 | -1.32 | x | -4.3
Cc1cccc(N2CCN(C(c3ccccc3)c3nnnn3CC3CCCO3)CC2)c1C (configuration not stated) as listed: 0.8 | 3.1 | 20.8 | -10.2 | -18.6 | 84.6 | -1.87 | 2.1 | -5.8

Other entries:
Compound,TNAP act mid DEA,SF-1 act,DUSP1 inh,Cdc25B block,RORa activator,Her2 expr inh,D1 mod,FXIIa inh mix,Hsp90 block
Nc1c(C(=O)NCc2ccco2)sc2nc(N3CCOCC3)c3c(c12)CCCC3,0.9,5.8,0.5,19.9,-4.5,98.3,x,x,-6.7
Cc1cccc(Nc2ccccc2C(=O)O)c1C,0.9,-6.4,-0.3,-15.8,-9.7,97.6,-0.867,3.1,2.9
CC(=O)Nc1nc(=S)ss1,0.8,13.5,-6.7,-4.8,-4.7,91.5,-0.0125,1.6,-2.8
O=C(CN1C(=O)COc2ccccc21)N1CCc2ccccc21,1,1.5,13.4,0.9,-15.6,77.2,0.135,5.8,-0.3
COC(=O)c1ccccc1NC(=O)CSc1nnc(-c2ccncc2)o1,0.8,-2.1,-13.1,9.1,-0.1,93.5,-0.271,4.6,-2.3
O=C(NCc1ccc2c(c1)OCO2)c1ccc(C2SCC(=O)N2Cc2ccco2)cc1 (configuration not stated),0.9,20.1,10.2,-4.2,7.1,90.8,-0.627,3.6,-14.4
COc1ccc(CCNCc2csc3nc4ccccc4n23)cc1OC,0.9,0.1,-27.2,0.3,-30.1,106.5,-1.26,-2.5,-1.9
O=C(c1n[nH]c2c1CCCC2)n1ccnc1,0.8,-5.9,-14.4,-22.4,2.6,75.7,0.592,5.5,-5.7
O=C(CCn1c(=S)[nH]c2ccccc2c1=O)NCC1CCCO1 (configuration not stated),0.8,2.0,-8.9,-5.4,4.3,104.6,0.816,-0.3,-2.9
COc1ccccc1OCc1nnc(SCC(=O)N2CCCCC2)n1-c1ccccc1,0.9,-2.3,12.1,-7.1,-0.1,103.8,0.757,15.9,-8.7
COc1cc(-c2nnc(COC(=O)CSc3cc(C)c4ccccc4n3)o2)cc(OC)c1OC,0.9,19.5,30.6,-2.6,-13.9,91.6,0.0966,8.0,-9.6
CCCn1nc(NS(=O)(=O)c2ccccc2)c2cc3ccccc3nc21,0.9,-7.6,12.5,-4.2,3.1,76.0,-0.584,4.2,0.3
COCCn1c(-c2ccco2)nc2nc3ccccc3nc21,0.8,8.8,-4.3,4.7,-0.6,49.4,9.16*,-2.2,-8.0
O=C(CSc1oc(-c2cccs2)nc1S(=O)(=O)c1ccc(F)cc1)NCC1CCCO1 (configuration not stated),0.9,5.6,19.9,1.0,16.3,83.0,x,3.1,-7.2
CCCc1nc(SCC(=O)Nc2cc(C)on2)c2ccccc2n1,1,-19.5,34.9,4.7,-20.7,90.5,0.982,10.1,0.5
COc1ccc(OCc2nnc3n2N=C(c2ccc(Br)cc2)CS3)cc1,1,-23.0,8.5,-8.4,15.5,88.6,0.644,2.3,0.6
COCC(=O)N(Cc1ccco1)c1nnc(C2CCOC2)s1 (configuration not stated),0.9,9.5,6.5,-7.3,-16.1,61.0,-0.398,3.1,-3.5
CC1Cc2ccccc2N1C(=O)c1cnc2ccccn2c1=O (configuration not stated),0.9,5.6,3.6,-2.0,17.5,99.0,-0.516,-0.2,-5.0
COc1ccccc1CNc1nc2nc3c(c(=O)n2[nH]1)CCC3,1,2.5,-25.9,6.0,-1.2,117.4,0.0562,7.2,-4.8
COCCn1c(C)cc(C(=O)COC(=O)c2cc3c(s2)CCC3)c1C,0.9,1.8,23.4,-3.5,-15.6,110.2,-0.532,-3.7,-4.9
CC[C@@H](C)[C@H](NS(=O)(=O)c1ccc(C)cc1)C(=O)N1CCC(C(=O)NCC(=O)O)CC1,1,-3.9,19.6,10.9,17.0,104.7,-2.05,6.5,0.3
CN(CC(=O)NCc1ccco1)S(=O)(=O)c1ccc2c(c1)n(C)c(=O)c(=O)n2C,0.9,11.3,9.0,-2.3,-14.9,120.7,0.443,3.4,-2.8
COc1ccc(Nc2nc(N3CCCC3)c3ccccc3n2)cc1,1.1,-23.9,-16.4,-16.2,-10.1,-5.6*,-6.93*,13.6,-2.0
COCCCNC(=O)c1ccccc1NS(=O)(=O)c1ccc(C)cc1,0.8,-15.6,6.4,0.7,-0.5,67.8,-0.55,-20.5,-1.9
Cc1nc(NCc2ccco2)c(C#N)c2c1COC(C)(C)C2,0.9,2.0,26.4,0.4,-6.0,84.3,1.15,-18.8,-5.1
CCOC(=O)N1CCC(NS(=O)(=O)c2ccc3c(c2)C(C)(C)C(=O)N3C)CC1,1.1,-6.3,12.2,0.4,-21.0,93.9,-0.227,-0.3,-2.7
CCC(CC)C(=O)Nc1c2cnn(-c3ccccc3)c2nc(=O)n1-c1ccccc1,0.9,16.3,2.4,-3.4,-20.5,118.2,0.6,-2.0,-4.0
Cc1cc2cc(CN(Cc3cccs3)Cc3nnnn3CC3CCCO3)c(=O)[nH]c2cc1C (configuration not stated),0.9,10.0,30.8,-8.8,29.2,74.4,-3.04,4.7,-4.0
CCCCc1ccc(NC(=O)CSC2=C(C#N)C(c3ccco3)C3=C(CCCC3=O)N2)cc1 (configuration not stated),0.9,-5.6,-18.3,19.8,-0.4,98.3,x,x,-6.7
CC(=O)c1cnc(Nc2nc(C)c3cccc(C)c3n2)nc1C,1,-21.7,-0.5,1.7,14.7,46.1,x,2.9,-0.4

Look-ups from the results shown:
FXIIa inh mix result of Cc1nc(NCc2ccco2)c(C#N)c2c1COC(C)(C)C2 is entered as -18.8
DUSP1 inh result of COC(=O)c1ccccc1NC(=O)CSc1nnc(-c2ccncc2)o1 is entered as -13.1
DUSP1 inh result of COCCCNC(=O)c1ccccc1NS(=O)(=O)c1ccc(C)cc1 is entered as 6.4
TNAP act mid DEA result of COc1ccc(Nc2nc(N3CCCC3)c3ccccc3n2)cc1 is entered as 1.1
RORa activator result of CCCCc1ccc(NC(=O)CSC2=C(C#N)C(c3ccco3)C3=C(CCCC3=O)N2)cc1 (configuration not stated) is entered as -0.4
Cdc25B block result of O=C(CN1C(=O)COc2ccccc21)N1CCc2ccccc21 is entered as 0.9
